5HT1E antag: antagonists of human 5-HT1E serotonin receptor; P28566; AID 571; CHO 5-HT1E Ga15 NFAT-bla reporter, FRET, antagonist; actives 0.99% (n = 65,000); inhibition, % at 6 µM;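 active = inhibition above a set limit, the mean inhibition across every tested compound plus 3 SD, cut at about 29% in these data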;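 note: signal is the 460 over 535 nm emission ratio of beta-lactamase substrate; 0% = agonist plus DMSO wells and 100% = wells without agonist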
Target sequence (P28566 whole entry, looked up): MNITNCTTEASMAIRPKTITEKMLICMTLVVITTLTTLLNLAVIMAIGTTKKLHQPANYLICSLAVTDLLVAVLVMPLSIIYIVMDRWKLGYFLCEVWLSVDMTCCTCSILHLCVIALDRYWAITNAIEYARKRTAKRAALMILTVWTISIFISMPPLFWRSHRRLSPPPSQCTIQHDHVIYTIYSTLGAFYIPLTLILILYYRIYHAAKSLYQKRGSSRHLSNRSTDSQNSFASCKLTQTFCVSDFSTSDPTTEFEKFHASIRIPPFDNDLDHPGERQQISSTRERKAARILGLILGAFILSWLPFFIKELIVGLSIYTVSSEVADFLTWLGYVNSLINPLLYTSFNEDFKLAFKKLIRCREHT
Autofluor 339: intrinsic fluorescence of library compounds, ex339/em460 – biochemical, MLSMR library, data from DPM-DC assay, artefact control, profiling panel; AID 709; fluorescence fold increase at 10 µM; compound autofluorescence, ex339/em460 nm, NADH buffer; stronger effect = higher value; 1 = no-compound wells, NADH background; actives 5.5% (n = 65,000);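 active = at 10 µM, mean starting fluorescence two-fold or more over control wells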;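 note: signal is the first read of a kinetic run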
S1P1 ag pot: S1P1 (human) agonism or agonism potentiation; actives 0.57% (n = 56,000); activation, % at 9.5 µM; P21453; S1P1 CRE-bla cells, forskolin, beta-lactamase FRET, potentiator mode; S1P1 agonist co-added at EC20, 2 nM; 100% = saturating reference agonist, 0% = basal;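 active = activation above a cutoff set at the mean activation of all tested compounds plus 3 SD, cut at about 54% in these data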;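 note: forskolin at 4 µM as EC80 and the EC20 agonist is SEW2871; 100% = SEW2871 at its EC100 plus forskolin at EC80; some compounds past the cut are filed as inactive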
5HT1E ag: 5-HT1E (human) receptor agonism. P28566. CHO 5-HT1E Ga15 NFAT-bla reporter, FRET; 0% DMSO wells, 100% control agonist wells. activation, % at 6 µM. actives 0.69% (n = 65,000). AID 574;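 active = activation above a set limit, the screen-wide mean activation plus 3 SD, cut at about 8.5% in these data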;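 note: 100% = positive control agonist at 1 µM giving full maximal response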
S1P3 agonist: agonists of human S1P3 receptor. Q99500. S1P3 NFAT-BLA reporter cells, agonism, FRET ratio; relative to 1 µM S1P, basal subtracted. activation, % at 4.5 µM. actives 0.1% (n = 60,000);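 active = activation above the screen-wide mean plus 3 SD, cut at about 4.5% in these data, passing the limit was not always enough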; note: some compounds called inactive have numbers as strong as hits
Target sequence (Q99500 whole entry, looked up): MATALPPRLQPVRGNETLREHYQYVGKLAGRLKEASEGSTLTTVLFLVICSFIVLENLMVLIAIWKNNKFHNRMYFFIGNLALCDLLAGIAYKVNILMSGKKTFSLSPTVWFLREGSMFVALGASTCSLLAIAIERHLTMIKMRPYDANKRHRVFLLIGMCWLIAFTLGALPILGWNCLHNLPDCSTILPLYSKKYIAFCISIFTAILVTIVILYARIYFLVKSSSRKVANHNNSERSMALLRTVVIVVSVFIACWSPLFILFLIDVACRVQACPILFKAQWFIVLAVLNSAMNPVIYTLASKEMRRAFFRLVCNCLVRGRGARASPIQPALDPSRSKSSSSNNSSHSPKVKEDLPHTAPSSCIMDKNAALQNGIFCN
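Assay system: CHO cells stably expressing human S1P3, Gα16 and NFAT-β-lactamase reporter. Timing: overnight plating, 4 h compound 37 °C, 2 h substrate RT. Signal: β-lactamase FRET emission ratio 460/535 nm. Measure: percent activation versus median 1 µM S1P response, basal-subtracted, per plate. Repeats: primary screen single test, confirmation screen in triplicate.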
A340 absorber: compound absorbs light at 340 nm. compound absorbance at 340 nm, fold over control. fold change at 10 µM. 65,000 tested, under 10 active;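 active = at 10 µM dose, initial 340 nm absorbance at least 2 fold that of control wells; inactive = change under 2 fold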;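 note: initial absorbance extrapolated from kinetic A340 decline of NADH oxidation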
MMP13 inh: inhibitors of human MMP13 | P45452 | MMP-13 fTHP FRET cleavage, Mca fluorescence | inhibition, % at 4 µM | actives 0.07% (n = 65,000) | AID 570;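 active = inhibition above the mean of compound-free control plate wells plus 3 SD, cut at about 14% in these data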;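 note: 0% = DMSO wells and 100% = wells with reference MMP-13 inhibitor after basal subtraction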
HER2 expr 66K: Her2 kinase expression inhibition; HER2 level % of control, % at 10 µM; SKBR-3 HER2 protein level, AlphaScreen, 18-24 h; stronger effect = lower value; actives 0.69% (n = 65,000); AID 645;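 active = HER2 level under 5% of the carrier-only control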;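 note: 100% = DMSO carrier and 0% = 500 nM PU-H71 HSP90 inhibitor; lower value means stronger loss of Her2 protein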
5-HT1A blocker: blocks the human serotonin 5-HT1a receptor; CHO 5-HT1a Ga15 NFAT-bla reporter, antagonist mode; inhibition, % at 10 µM; actives 0.68% (n = 62,000); AID 612;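 active = inhibition above the mean of all tested compounds plus 3 SD, cut at about 43% in these data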;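 note: receptor stimulated by 5-CT agonist at 100 nM near EC80; beta-lactamase reporter measured by ratiometric fluorescence of a cleavable substrate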
Active calls of the source: *; / = no result given; [ ] = another dose, or the depositor's remark.

item	5HT1E antag	Autofluor 339	S1P1 ag pot	5HT1E ag	S1P3 agonist	A340 absorber	MMP13 inh	HER2 expr 66K	5-HT1A blocker	structure
1	-4	1.1	-4	-0.7	-0.3	1	-17	88	-11	COc1cc(Cl)cc(NC(=O)CCN2CCN(C)CC2)c1
2	3	1	-26	0.3	-1.6	1.1	-1	116	-13	COC(=O)c1ccc(/C=N/n2cnnc2)cc1
3	32*	1.1	-7	-1.1	-0.3	1.1	0	110	6	CSc1ccc(Cl)c(C(=O)NCc2ccco2)c1
4	8	1	-10	0.1	0.2	1	2	/	10	COc1ccc(C(=O)c2coc3ccc(O)c(CN(C)C)c23)cc1
5	11	3*	-31	6.4	3.5	1.1	-61[fluorescence artefact?]	44	7	COc1ccc(-n2c(NC(=O)c3ccco3)c(C#N)c3nc4ccccc4nc32)cc1
6	11	1	1	-0.1	-0.7	1.1	2	120	-2	COc1ccccc1N(CC(=O)Nc1ccccc1C)S(C)(=O)=O
7	7	1	-4	0.0	-0.4	1	-7	62	20	COc1ccc(C)cc1NC(=O)NC1CCN(Cc2ccccc2)CC1
8	15	1.1	5	-0.9	-1.5	1	-10	67	9	CC1(C)CC(=O)C=C(NCCN2CCN(C(=O)Nc3ccc(Cl)c(Cl)c3)CC2)C1

Taken from above.
In MMP13 inh, #7 is listed with -7
In S1P1 ag pot, #3 is listed with -7

Additional entries follow:
item	5HT1E antag	Autofluor 339	S1P1 ag pot	5HT1E ag	S1P3 agonist	A340 absorber	MMP13 inh	HER2 expr 66K	5-HT1A blocker	structure
9	-17	1.1	/	0.2	0.6	1.1	-1	95	-3	O=C(CC1CCCCC1)NCC1CCCO1 (configuration not stated)
10	8	1.6	-7	0.1	-0.4	0.99	1	89	-16	N#CCCn1c(-c2nonc2NC(=O)c2ccccc2Cl)nc2ccccc21
11	-4	1	-2	1.5	-1.7	0.98	2	48	24	Cc1cc(C(=O)NCCN2CCN(c3cccc(Cl)c3)CC2)n(-c2ccccc2)n1
12	-10	1.3	/	-1.3	/	1.1	0	123	-7	COc1cccc(-c2cc(C(F)(F)F)nc(N3CCOCC3)n2)c1
13	-7	1.1	-5	0.4	0.4	1	4	94	-12	CC(=O)c1ccc(OCC(O)CN2CCOCC2)cc1 (configuration not stated)
14	0	0.99	-18	0.7	-1.6	1	-7	98	-6	CCOc1ccc(NC(=O)CSc2nnc(Cn3c(=O)sc4ccccc43)n2C)cc1
15	-2	1.1	-13	0.0	0.1	0.96	-4	87	-4	CN1C(=O)CC(C(=O)O)SC1=Nc1cccc(C(F)(F)F)c1 (configuration not stated)
16	-12	1.1	-26	0.3	-0.6	1	1	100	-1	CC(C)OCP(=O)(c1ccccc1)c1ccccc1

Grouped by structure, those above containing four or more nitrogen atoms (six)
item	5HT1E antag	Autofluor 339	S1P1 ag pot	5HT1E ag	S1P3 agonist	A340 absorber	MMP13 inh	HER2 expr 66K	5-HT1A blocker	structure
2	3	1	-26	0.3	-1.6	1.1	-1	116	-13	COC(=O)c1ccc(/C=N/n2cnnc2)cc1
5	11	3*	-31	6.4	3.5	1.1	-61[fluorescence artefact?]	44	7	COc1ccc(-n2c(NC(=O)c3ccco3)c(C#N)c3nc4ccccc4nc32)cc1
8	15	1.1	5	-0.9	-1.5	1	-10	67	9	CC1(C)CC(=O)C=C(NCCN2CCN(C(=O)Nc3ccc(Cl)c(Cl)c3)CC2)C1
10	8	1.6	-7	0.1	-0.4	0.99	1	89	-16	N#CCCn1c(-c2nonc2NC(=O)c2ccccc2Cl)nc2ccccc21
11	-4	1	-2	1.5	-1.7	0.98	2	48	24	Cc1cc(C(=O)NCCN2CCN(c3cccc(Cl)c3)CC2)n(-c2ccccc2)n1
14	0	0.99	-18	0.7	-1.6	1	-7	98	-6	CCOc1ccc(NC(=O)CSc2nnc(Cn3c(=O)sc4ccccc43)n2C)cc1

Carrying on:
item	5HT1E antag	Autofluor 339	S1P1 ag pot	5HT1E ag	S1P3 agonist	A340 absorber	MMP13 inh	HER2 expr 66K	5-HT1A blocker	structure
17	14	1	7	-1.1	-0.8	0.97	4	84	5	COc1ccc(Br)cc1CNCCSc1nnnn1C
18	5	1	-16	-0.7	-0.1	1	2	87	6	O=C(Nc1ccc(N2CCOCC2)cc1)C1CCCN(S(=O)(=O)c2cccc(C(F)(F)F)c2)C1 (configuration not stated)
19	3	1.1	-24	-0.5	0.0	0.99	0	98	-7	CCCc1cc(N2CCCC(C(=O)Nc3ccc(OC)cc3OC)C2)n2ncnc2n1 (configuration not stated)
20	-3	1.1	-3	-0.8	0.0	1	-4	96	13	CC(C)C(O)P(=O)(OCc1ccccc1)c1ccc(N(C)C)cc1 (configuration not stated)
21	-9	1.1	9	0.0	-0.9	1	7	74	-8	CCn1c(Cc2cccs2)nnc1SCC(=O)Nc1ccc(OC)c(OC)c1
22	-8	1.1	-20	-0.1	-1.0	1	-2	36	1	O=C(c1cc(-c2ccco2)on1)N1CCc2ccccc2C1
23	-2	1.1	-20	-0.8	-1.2	1	3	112	6	O=S(=O)(NCCSc1nnnn1-c1ccccc1)c1cccs1
24	12	2.1*	-9	-0.6	-1.3	1.1	-41	102	0	CN1CCN(S(=O)(=O)c2ccc3c4c(cccc24)C(=O)N3)CC1

Next structures follow:
item	5HT1E antag	Autofluor 339	S1P1 ag pot	5HT1E ag	S1P3 agonist	A340 absorber	MMP13 inh	HER2 expr 66K	5-HT1A blocker	structure
25	-5	1.2	-17	-0.1	-3.6	1	-5	110	/	COc1ccc(CCn2c(=N)c(C(=O)NCc3ccco3)cc3c(=O)n4ccccc4nc32)cc1
26	-14	1.1	8	3.0	-2.4	1	3	87	52*	COc1cccc(-c2cc(C(=O)N3CCN(C(c4ccccc4)c4ccccc4)CC3)no2)c1
27	-5	1.2	-15	0.0	-1.0	1	2	125	-2	COc1ccccc1NC(=O)c1ccc(CN2CCOCC2)cc1
28	-6	1.1	/	1.3	-0.8	1.1	7	101	3	COc1ccc(NC(=O)c2ccc3c(c2)C(=O)N(Cc2cccnc2)C3=O)c(OC)c1
29	6	1.2	-4	0.4	0.1	1.1	1	93	-10	CS(=O)(=O)N1CCC(C(=O)NCc2ccco2)CC1
30	5	1.1	6	-0.7	-2.0	1.1	3	73	/	Cc1cccc(Nc2ncnc3ccccc23)c1
31	16	1.1	6	0.4	-0.7	1.1	-3	106	-1	Cc1ccc2c(c1)-c1c(ssc1=S)C(C)(C)N2C(=O)CSc1nncn1C
32	-3	1	-34	-0.6	0.2	1	-10	84	5	CCOC(=O)C(C(C)=O)C(c1ccc(OC)cc1)C(C(C)=O)C(=O)OCC (configuration not stated)

Next structures
item	5HT1E antag	Autofluor 339	S1P1 ag pot	5HT1E ag	S1P3 agonist	A340 absorber	MMP13 inh	HER2 expr 66K	5-HT1A blocker	structure
33	-6	1.8	-3	1.0	-1.0	1	-5	102	7	CCCC(C(=O)NCc1ccc(OC)cc1)N(Cc1ccco1)C(=O)c1snc(C(N)=O)c1N (configuration not stated)
34	-5	1.1	/	0.0	/	1.1	-4	102	-3	Cc1ccc(OCCCC(=O)Nc2nncs2)cc1
35	-17	1.1	9	-0.8	0.9	1	-2	96	/	CCN(CC)Cc1cc(C(C)=O)ccc1OCC(C)C
36	0	1.1	-7	-0.5	0.2	0.99	-6	86	0	CCc1ccc(NC(=O)C2CCN(S(C)(=O)=O)CC2)cc1
37	-3	1.1	0	0.9	-0.1	1	4	91	-4	CCOc1c(OC)cccc1C1CC(=O)Nc2cc(OC)c(OC)cc21 (configuration not stated)
38	14	1	-6	-0.5	-0.5	1.1	5	112	-1	O=C(CN1CCOc2ccccc21)NC1CC1
39	4	1.2	2	-0.4	-1.0	1	10	99	6	COc1cccc(-c2nnc(SCC(=O)N3CCOCC3)o2)c1
40	5	1.1	-15	0.3	-0.4	0.98	5	91	3	CCN(CC)C(=O)C1CCN(S(=O)(=O)c2ccc(C3CNC(=O)C3)cc2)CC1 (configuration not stated)

Carrying on:
item	5HT1E antag	Autofluor 339	S1P1 ag pot	5HT1E ag	S1P3 agonist	A340 absorber	MMP13 inh	HER2 expr 66K	5-HT1A blocker	structure
41	-3	1.1	-5	1.0	-0.6	1	0	103	-6	CC(Oc1ccc(Cl)cc1Cl)C(=O)NC1CCSC1=O (configuration not stated)
42	-5	0.96	-2	0.0	-1.2	1	1	82	-4	CC(C)CCn1c(SCC(N)=O)nc2c1c(=O)n(C)c(=O)n2C
43	-3	1.1	-44	0.1	-0.6	1	2	103	40	COc1cc(Cl)c(C)cc1NC(=O)CSc1nc2ccccc2o1
44	5	1	/	-1.3	/	1	0	108	-7	CCOCCn1c(SCC)nc2c1c(=O)[nH]c(=O)n2C
45	13	1.1	6	0.9	-1.2	1.1	0	122	13	Cc1ccc(C(=O)N2c3ccc(F)cc3CCC2C)o1 (configuration not stated)
46	-12	1.2	-5	-0.7	0.4	1	0	116	0	Cc1ccc(N2CC(C(=O)Nc3cccnc3)CC2=O)cc1 (configuration not stated)
47	3	1.1	-6	-0.5	-0.7	1	5	91	3	O=C1CN(c2ccccc2Cl)C(=O)CN1c1ccccc1Cl
48	3	1	-3	0.5	-0.1	1	-2	85	1	COC(=O)C1=C(C)Nc2nc(-c3ccccc3)nn2C1c1ccc(C)o1 (configuration not stated)

(list continues)
item	5HT1E antag	Autofluor 339	S1P1 ag pot	5HT1E ag	S1P3 agonist	A340 absorber	MMP13 inh	HER2 expr 66K	5-HT1A blocker	structure
49	-6	1.1	10	-0.7	-1.5	1	-1	90	7	COc1cc(NS(=O)(=O)c2ccc(NC(C)=O)cc2)cc(OC)c1
50	-6	1.1	16	-0.2	0.6	0.99	-4	81	-15	COc1ccc(-c2cc(C(=O)N3CCCc4ccccc43)no2)cc1OC
51	5	2	36	-0.9	2.9	1.1	-109[fluorescence artefact?]	106	/	CC(C)Cc1nc(N2CCOCC2)c(C#N)c2c1CCC2
52	-6	1.1	/	1.0	0.0	1.1	1	76	-14	O=C1c2ccccc2C(=O)N1CCc1ccccn1
53	1	1.2	14	-0.3	-1.2	1	-1	116	-9	COc1ccc(CNC(=O)Cn2nc(-c3ccc4c(c3)OCCO4)ccc2=O)cc1
54	0	0.98	-19	0.4	0.5	1	2	94	-3	CCOC(=O)c1ccccc1NC(=O)c1cn(CC)c2nc(C)ccc2c1=O
55	-1	1.1	/	0.8	/	0.98	-1	121	2	O=C(c1cnccn1)N(c1ccccc1)C1(C(=O)NC2CCCCC2)CCCCC1

Screening data (PubChem)
